CHRM5 PAM = potentiates acetylcholine response at human M5 receptor | P08912 | CHO-K1 hM5, Fluo-8 calcium, ACh EC20 PAM; 0% = ACh EC20, 100% = ACh EC100 | activation, % at 3 µM | 360,000 compounds, 0.3% hits;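 active = activation above the run cutoff, the mean activation of all test compounds plus 3 SD, cut at about 18% in these data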
Target sequence (P08912 whole entry, looked up): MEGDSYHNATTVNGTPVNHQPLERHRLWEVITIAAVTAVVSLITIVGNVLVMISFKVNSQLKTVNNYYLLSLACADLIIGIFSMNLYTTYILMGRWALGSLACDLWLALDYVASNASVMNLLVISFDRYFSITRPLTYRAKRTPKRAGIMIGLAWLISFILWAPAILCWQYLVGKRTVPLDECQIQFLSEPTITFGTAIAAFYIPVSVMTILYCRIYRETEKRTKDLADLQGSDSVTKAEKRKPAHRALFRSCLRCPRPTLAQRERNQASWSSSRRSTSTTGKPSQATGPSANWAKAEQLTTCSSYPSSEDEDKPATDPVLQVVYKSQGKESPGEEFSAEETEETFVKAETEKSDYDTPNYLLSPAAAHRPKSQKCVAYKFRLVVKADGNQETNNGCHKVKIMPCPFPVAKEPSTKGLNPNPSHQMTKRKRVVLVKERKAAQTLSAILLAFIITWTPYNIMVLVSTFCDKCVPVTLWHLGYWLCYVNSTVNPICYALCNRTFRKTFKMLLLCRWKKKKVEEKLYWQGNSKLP
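Assay system – human M5 receptor in CHO-K1 cells · Read-out – % activation, ACh-normalized · Technique – Fluo-8 calcium fluorescence · Dosing – single-point, 3 µM nominal · Incubation – Fluo-8 loading 80 min at 37 °C plus 30 min room temperature · Repeats – singlicate, one well per test compound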
CHO-K1 Ca antag = counter-screen for M1 antagonists: effect in parental CHO-K1 cells | 360,000 compounds, 0.6% hits | ATP-induced calcium, Fluo-8 fluorescence | inhibition, % at 3 µM | AID 602250;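 active = inhibition above a per-plate cutoff, the plate's mean sample inhibition plus 3 SD, cut at about 24% in these data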;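 note: 0% = DMSO plus EC80 ATP and 100% = DMSO alone without ATP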
CHO-K1 Ca PAM = nonselective activator or artifact in parental CHO-K1 calcium assay | AID 602247 | activation, % at 3 µM | 360,000 compounds, 0.02% hits | ATP EC20, Fluo-8 calcium fluorescence; 0% at ATP EC20, 100% at ATP max;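 active = activation above the run cutoff, the mean activation of all test compounds plus 3 SD, cut at about 40% in these data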;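 note: peak over basal fluorescence ratio in a 140 s read after ATP addition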
M4 ag = agonists of human muscarinic M4 receptor (CHRM4). 360,000 compounds, 0.14% hits. activation, % at 3 µM. P08173. CHO-K1 hM4/Gqi5, Fluo-8 calcium fluorescence; vehicle 0%, full acetylcholine response 100%;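 active = activation above the run mean over all test wells plus 3 SD, cut at about 32% in these data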;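 note: peak over basal fluorescence ratio per well then scaled between controls; 0% = DMSO wells and 100% = acetylcholine at EC100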
Target sequence (P08173 whole entry, looked up): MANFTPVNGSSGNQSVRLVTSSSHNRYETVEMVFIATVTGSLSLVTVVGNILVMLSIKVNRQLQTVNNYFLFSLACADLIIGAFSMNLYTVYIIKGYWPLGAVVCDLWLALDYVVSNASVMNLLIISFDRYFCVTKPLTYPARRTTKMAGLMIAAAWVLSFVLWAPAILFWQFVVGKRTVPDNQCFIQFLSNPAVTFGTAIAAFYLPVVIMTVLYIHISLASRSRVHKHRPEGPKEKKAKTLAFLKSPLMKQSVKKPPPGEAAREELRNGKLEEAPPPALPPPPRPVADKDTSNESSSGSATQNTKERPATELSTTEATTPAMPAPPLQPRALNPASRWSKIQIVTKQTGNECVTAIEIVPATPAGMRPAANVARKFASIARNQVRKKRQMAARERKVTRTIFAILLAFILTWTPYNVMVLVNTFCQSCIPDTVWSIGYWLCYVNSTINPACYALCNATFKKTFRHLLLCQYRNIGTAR
CHRM5 antagonist = blocks acetylcholine activation of human M5 receptor; P08912; CHO-hM5 cells, Fluo-8 calcium fluorescence, ACh EC80; inhibition, % at 3 µM; 360,000 compounds, 0.59% hits; AID 624040;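 active = inhibition above a per-plate cutoff, the mean of that plate's test compounds plus 3 SD, cut at about 27% in these data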;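 note: 0% = acetylcholine EC80 with DMSO and 100% = DMSO without agonist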
CHRM4 PAM = positive allosteric modulators of human muscarinic M4 receptor; P08173; CHO-K1 hM4/Gqi5, Fluo-8 calcium fluorescence, ACh EC20; 0% = ACh EC20, 100% = maximal ACh; activation, % at 3 µM; 360,000 compounds, 0.4% hits; AID 624126;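 active = activation above its plate's cutoff, the mean activation of sample wells plus 3 SD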; note: some results filed as inactive read as strong as hits
M4 antag = antagonists of human muscarinic M4 receptor (CHRM4). P08173. CHO-hM4 cells, ACh EC80, Fluo-8 calcium fluorescence. inhibition, % at 3 µM. 360,000 compounds, 0.73% hits. AID 624125;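 active = inhibition above its plate's cutoff, the mean inhibition of sample wells plus 3 SD, cut at about 27% in these data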;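 note: 0% = acetylcholine EC80 with DMSO and 100% = DMSO without agonist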
M1 ag parental = nonselective activator or artifact in parental CHO-K1 cells; AID 602248; Fluo-8 calcium fluorescence; scaled to maximal ATP response, vehicle zero; 360,000 compounds, 0.48% hits; activation, % at 3 µM; in the data active = activation above about 15%;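 note: untransfected CHO-K1 host cells lacking M1 receptor as counterscreen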
CHRM5 agonist = CHRM5 agonism in calcium assay; P08912; CHO-K1 hM5 cells, Fluo-8 calcium fluorescence; 0% DMSO wells, 100% maximal acetylcholine response; activation, % at 3 µM; 360,000 compounds, 0.19% hits; AID 624037;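 active = activation above the run's mean over test compounds plus 3 SD, cut at about 23% in these data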;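 note: signal is peak over basal fluorescence ratio across the kinetic read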
Starred values were filed as active, the others as inactive.

SMILES | CHRM5 PAM | CHO-K1 Ca antag | CHO-K1 Ca PAM | M4 ag | CHRM5 antagonist | CHRM4 PAM | M4 antag | M1 ag parental | CHRM5 agonist
COc1ccc2[nH]cc(CCNC(=O)C3CCCNC3=O)c2c1 (stereo unspecified) | -6 | 21 | -10 | -2 | 10 | -1 | -12 | -0.7 | 3
O=C(NCc1ccc2c(c1)OCO2)c1cnc2n(c1=O)CCS2 | -5 | 0 | 8 | 0 | 13 | 0 | -8 | 0.5 | -1
Cc1cc(C(=O)COc2cccnc2[N+](=O)[O-])c(C)n1-c1ccccc1F | -2 | -8 | 14 | 7 | -1 | -20 | 4 | 7.2 | -5
NC(=O)c1c(NC(=O)CN2CCN(S(=O)(=O)c3ccccc3)CC2)sc2c1CCC2 | -14 | 7 | -6 | 12 | 6 | -7 | -4 | 4.4 | 0
FC(F)(F)C1CCCN(c2nsc3ccccc23)C1 (stereo unspecified) | -3 | 0 | -2 | 9 | 3 | -1 | 9 | 0.2 | 9
CCC1CCCCN1S(=O)(=O)c1ccc2[nH]c(=O)ccc2c1 (stereo unspecified) | -3 | 11 | 2 | 1 | -3 | 0 | -12 | -0.1 | 2
C=C(C)CNC(=S)NNC(=O)c1cc(C)oc1C | -1 | -14 | 19 | 2 | -7 | 15 | -7 | 0.4 | -3
O=[N+]([O-])c1ccccc1O[C@@H]1O[C@H](CO)[C@H](O)[C@H](O)[C@H]1O | 14 | 15 | -23 | 0 | -11 | 2 | 6 | -0.4 | 6
CCCN(CC(=O)Nc1ccc(NC(C)=O)cc1)CC(=O)Nc1ccc(F)c(F)c1F | 4 | -3 | -8 | 4 | 3 | -10 | 0 | 1.2 | 1
COc1ccc(-n2cc3ccc([N+](=O)[O-])cc3n2)cc1 | -10 | -5 | 0 | 7 | 8 | -8 | 1 | 3.4 | -3
CC1(C(=O)NS(=O)(=O)c2ccc(Cl)cc2)CCN1C(=O)Cc1ccc(Cl)cc1Cl (stereo unspecified) | -2 | 18 | 1 | 0 | 6 | -1 | 11 | 0.1 | 3
COc1ccc(/C=N/N2C(C)CCCC2C)cc1OC (stereo unspecified) | -4 | -11 | -2 | 1 | 10 | -3 | -8 | 0.8 | -2
COCCn1nnnc1C(c1cccs1)N1CCN(c2cc(C)ccc2C)CC1 (stereo unspecified) | -3 | -10 | 12 | 1 | -1 | -5 | 0 | -0.2 | 0
CCCCOc1ccc(C(=O)Nc2ccc(S(=O)(=O)Nc3cc(C)on3)cc2)cc1OC | 3 | 22 | -9 | 0 | -6 | -2 | 0 | -0.6 | 1
O=C(COC(=O)c1cccc(S(=O)(=O)N2CCOCC2)c1)NC1CCCCC1 | -6 | 0 | 15 | 1 | 7 | -2 | -9 | 0.8 | 0
O=C(Nc1nc(-c2ccco2)c(-c2ccco2)s1)c1ccco1 | 0 | 12 | -12 | 1 | 10 | -2 | -6 | -0.1 | 1
CC(C)(C)C(=O)/C=c1\[nH]c(=O)/c(=C\c2ccccc2F)s1 | 4 | -16 | 9 | -1 | 0 | -3 | 11 | 1.3 | -3
COc1ccc(/C=C2/SC(=O)N(CCNC(=O)C3CC(=O)N(Cc4ccccc4)C3)C2=O)cc1 (stereo unspecified) | -4 | 2 | -5 | 12 | 3 | -7 | 0 | 4.6 | 2
COc1ccc(CCN2CC(C(=O)OCC(=O)N(C)Cc3ccccc3)CC2=O)cc1OC (stereo unspecified) | 3 | -1 | -18 | 1 | 7 | 5 | -5 | 0.4 | 5
CCOC(=O)C1CCN(C(=O)c2cccc(NS(=O)(=O)c3ccc(Br)cc3)c2)CC1 | -5 | 2 | 11 | 3 | 10 | 3 | -3 | 1.3 | 3
CC(C)(OC(=O)c1ccc(C#N)cc1)c1cc2ccccc2c(=O)o1 | 6 | -10 | -15 | 1 | -1 | 0 | -10 | -0.9 | -6
CCN(CC)C(=O)COc1ccc(Br)cc1Cl | -10 | -2 | 8 | 1 | 11 | 7 | -5 | 0.5 | -5
C=CCNC(=O)CN1CCN(Cc2ccc3c(c2)OCO3)CC1 | 2 | 3 | 1 | 0 | -12 | -4 | 1 | -0.3 | -3
O=S1(=O)C=C(Sc2nc3cc(Cl)ccc3o2)c2ccccc21 | 9 | -26 | 22 | 0 | -16 | 8 | -1 | -0.1 | 3
O=C(Cn1cnc2c(cnn2-c2ccccc2)c1=O)NCc1ccccc1 | -4 | 6 | 7 | 1 | 7 | -2 | 13 | 0.9 | 0
COc1cc2cc(CN(Cc3cccs3)C(=S)Nc3ccc(C)cc3)c(=O)[nH]c2cc1OC | -5 | -8 | 17 | 2 | -2 | -5 | 4 | 0.8 | -1
O=C(CN1C(=O)NC2(CCCC2)C1=O)Nc1nc2ccc(F)cc2s1 | -2 | -3 | -9 | 3 | 4 | -2 | 2 | 1.2 | 2
COc1ccccc1NC(=S)N1CCN(C(=O)C2CCCO2)CC1 (stereo unspecified) | 3 | 0 | 5 | 1 | 1 | 11 | -2 | -0.2 | -2
COc1cccc(/C=N/n2cnc3ccccc32)c1OC | 2 | 5 | -4 | 3 | -6 | -2 | -5 | 1.2 | -3
Cc1nc(N2CCc3ccccc3C2)[nH]c(=O)c1Cc1ccccc1 | 7 | 0 | 10 | 1 | 3 | 1 | 0 | 0.4 | 1
C(=C\c1nc(-c2ccncc2)no1)/c1ccccc1 | -6 | -6 | 2 | 10 | 14 | 1 | -3 | 4.3 | -2
CCOC(=O)c1sc(=NC(=O)c2ccccc2)n(C)c1C | 2 | 7 | 5 | 2 | 8 | 3 | 19 | 0.0 | -4
COc1ccc(N(CC(=O)NCc2ccco2)S(=O)(=O)c2c(C)nn(C)c2C)cc1 | -1 | 13 | 1 | 0 | 5 | 0 | 9 | 0.2 | 0
Cc1ccccc1N(C(=O)c1csnn1)C(C(=O)NC(C)(C)C)c1ccncc1 (stereo unspecified) | 7 | 1 | -9 | 1 | 3 | 2 | -5 | 0.1 | 0
Cc1ccc(-c2nc3ccccc3c(=O)n2Cc2ccccc2)cc1 | -5 | -2 | 14 | 0 | 12 | -2 | 8 | -0.3 | -6
CNc1oc(Cc2ccccc2)nc1S(=O)(=O)c1ccc(Cl)cc1 | -7 | -16 | 9 | 0 | 1 | 10 | -19 | 0.5 | -1
Cc1cc(N2CCN(C(=O)Nc3ccccc3C#N)CC2)c2ccccc2n1 | 0 | 0 | 2 | 1 | 7 | 4 | 7 | 0.2 | 0
COCC(C)NC(=O)c1cc(-c2ccc(O)cc2)on1 (stereo unspecified) | 2 | -19 | 11 | 0 | 1 | -1 | 2 | 1.1 | 3
Cc1ccc(C(=O)N2CCN(Cc3ccc4c(c3)OCO4)CC2)cc1C | -1 | 3 | -3 | 2 | 8 | -3 | -2 | 0.8 | -4
Cc1cccc(C(C)C)c1NC(=O)C1CCN(S(=O)(=O)c2ccccc2)CC1 | 1 | -11 | 9 | 7 | 0 | 4 | -6 | 6.8 | 2
Cc1nccn1CCC(=O)NC1CCCc2c1cnn2-c1ccc(C(C)(C)C)cc1 (stereo unspecified) | -3 | -13 | 22 | 2 | -2 | -4 | -15 | 0.9 | -3
Cc1cccc(C(=O)NNC(=O)CSc2nnc(C(C)C)n2C)c1 | -3 | 3 | -4 | 0 | 12 | -4 | -2 | 0.1 | -2
COCC(C)n1c(COc2ccccc2F)nnc1SCC(=O)c1c(N)n(C)c(=O)n(C)c1=O (stereo unspecified) | -2 | -11 | -9 | 4 | 2 | 17 | -5 | 0.8 | 4
CCCCCCS(=O)Cc1ccccc1 (stereo unspecified) | 8 | -4 | 14 | 0 | -1 | 4 | -5 | 0.1 | 1
O=C(CCc1ccccc1)NCCSCc1c(F)cccc1Cl | -4 | -6 | 7 | 0 | 7 | 9 | -6 | 0.0 | -3
CN(Cc1ccccc1)C(=C(Cl)Cl)C(=C1NCCN1)[N+](=O)[O-] | -1 | 0 | 1 | 1 | 2 | 9 | 2 | -0.1 | -2
O=c1cc(CCl)[nH]c2nc3ccccc3n12 | 3 | -9 | 12 | 0 | 5 | -2 | 4 | 0.7 | -1
Cc1ccc(NC(=O)Cc2nc(COC(=O)c3c(F)cccc3Cl)cs2)cc1 | -2 | 5 | -18 | 7 | 5 | 4 | 4 | 0.1 | 2

6 compounds drawn at random from the list so far:
SMILES | CHRM5 PAM | CHO-K1 Ca antag | CHO-K1 Ca PAM | M4 ag | CHRM5 antagonist | CHRM4 PAM | M4 antag | M1 ag parental | CHRM5 agonist
O=c1cc(CCl)[nH]c2nc3ccccc3n12 | 3 | -9 | 12 | 0 | 5 | -2 | 4 | 0.7 | -1
CN(Cc1ccccc1)C(=C(Cl)Cl)C(=C1NCCN1)[N+](=O)[O-] | -1 | 0 | 1 | 1 | 2 | 9 | 2 | -0.1 | -2
COCC(C)NC(=O)c1cc(-c2ccc(O)cc2)on1 (stereo unspecified) | 2 | -19 | 11 | 0 | 1 | -1 | 2 | 1.1 | 3
Cc1cccc(C(=O)NNC(=O)CSc2nnc(C(C)C)n2C)c1 | -3 | 3 | -4 | 0 | 12 | -4 | -2 | 0.1 | -2
Cc1ccc(NC(=O)Cc2nc(COC(=O)c3c(F)cccc3Cl)cs2)cc1 | -2 | 5 | -18 | 7 | 5 | 4 | 4 | 0.1 | 2
COCC(C)n1c(COc2ccccc2F)nnc1SCC(=O)c1c(N)n(C)c(=O)n(C)c1=O (stereo unspecified) | -2 | -11 | -9 | 4 | 2 | 17 | -5 | 0.8 | 4

Continuation.
SMILES | CHRM5 PAM | CHO-K1 Ca antag | CHO-K1 Ca PAM | M4 ag | CHRM5 antagonist | CHRM4 PAM | M4 antag | M1 ag parental | CHRM5 agonist
O=C(O)c1cc2cc(Oc3ccccc3)ccc2[nH]1 | -5 | 13 | 3 | 0 | 0 | 3 | -4 | 0.2 | -4
CCOc1ccccc1NC(=O)COc1ccc2c(c1)OCO2 | 0 | -6 | 22 | 0 | -2 | 4 | -17 | 0.0 | -2
CCOc1ccc(Cl)cc1S(=O)(=O)n1nnc2ccccc21 | -22 | 1 | 9 | 0 | -5 | -2 | 1 | 0.1 | -15
COc1ccc(C(=O)NNC(=O)C(=O)N2CCCCC2)cc1OC | 2 | -14 | 3 | 1 | 1 | 0 | -9 | 0.6 | -3
Cc1cc(C)n(C(=O)CNC(=O)/C=C/c2ccccc2)n1 | 3 | 6 | -4 | 1 | 5 | -4 | 8 | -0.2 | 1
CCC(C)c1c(O)nc(SCC(=O)c2ccccc2)[nH]c1=O (stereo unspecified) | -8 | 4 | 15 | 1 | 1 | 0 | -2 | 0.2 | -2
Cc1cccc(/C=N\N=C\c2cccc(C)c2)c1 | 10 | 8 | -20 | 0 | 5 | 0 | 3 | 0.0 | 0
CC1(C)Cc2c(c(=S)nc(-c3ccccc3)n2CCN2CCOCC2)CO1 | -7 | -12 | 13 | 1 | 1 | 0 | 7 | -0.3 | -3
COc1ccc(C2SCCN2S(=O)(=O)c2ccc(NC(C)=O)cc2)cc1 (stereo unspecified) | -6 | -28 | 2 | 6 | -8 | 2 | -8 | 3.6 | 5
CC(=O)c1ccc(NC(=O)c2cnsn2)cc1 | 0 | -11 | 10 | 2 | -1 | 6 | -6 | 2.0 | -2
CS(=O)(=O)N1CC(C(=O)NC2CC2)Oc2ccc(Cl)cc21 (stereo unspecified) | -10 | -9 | 7 | 1 | 9 | -4 | 2 | 0.2 | 1
C=CCN1N=C(/C=C/c2ccc(C)cc2)CCC1=O | 2 | 0 | 3 | 0 | 0 | 6 | 0 | -0.1 | -4

Screening data deposited in PubChem BioAssay by The Scripps Research Institute Molecular Screening Center.
